FAS TE block = blocks the thioesterase domain of human fatty acid synthase; P49327; recombinant FAS-TE, OMFH fluorogenic substrate, fluorescence endpoint; inhibition, % at 15 µM; actives 0.67% (n = 360,000); AID 602261;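 active = compounds whose normalised, plate-corrected inhibition of enzyme fluorescence in the single-dose primary screen is 50% or more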;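 also: 0% = DMSO with enzyme and 100% = substrate without enzyme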
MsrA act = activates bovine MsrA enzyme; purified bovine MsrA, absorbance read-out; activation, % at 10.6 µM; actives 0.3% (n = 360,000); in the data active = activation above about 7.5%;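 also: 0% = vehicle and 100% = reference activator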
PABP1 MLLE inh = inhibitors of microRNA-mediated deadenylation, human PABP1 MLLE binding; P11940; GST-MLLE / FITC-PAM2 fluorescence polarization; inhibition, % at 20 µM; actives 0.36% (n = 360,000); AID 588489; in the data active = inhibition above about 35%, passing the limit was not always enough;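 also: plate controls were DMSO wells with GST-MLLE for no effect and wells lacking GST-MLLE protein for full effect; some results filed as inactive read as strong as hits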
MsrA inhibitor = inhibitors of bovine MsrA; inhibition, % at 15.5 µM; actives 0.75% (n = 360,000); purified bovine MsrA, absorbance read-out; AID 651718; in the data active = inhibition above about 4.5%;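 also: 0% = vehicle wells with enzyme and 100% = reference inhibitor wells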
TbMetRS inhib = Trypanosoma brucei MetRS inhibition | actives 0.4% (n = 360,000) | purified T. brucei MetRS, ATP depletion, Kinase-Glo luminescence | inhibition, % at 11.9 µM;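 active = inhibition above a per-plate cutoff of the control wells' mean inhibition plus 3 SD, cut at about 5.5% in these data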;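 also: 0% = DMSO wells median and 100% = median of wells with control inhibitor compound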
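System: purified T. brucei MetRS enzyme / Detection: Kinase-Glo luciferase luminescence reporting remaining unconsumed ATP / Medium: HEPES buffer with MgCl2, KCl, DTT, spermine, BSA, pyrophosphatase / Replication: singlicate, one well per compound / Evaluation: percent inhibition relative to median high and low control wells / Schedule: 2 h aminoacylation at 25 °C after 15 min preincubation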
NRP1-CendR mod = NRP-1/CendR interaction modulation; inhibition, % at 25 µM; actives 0.85% (n = 360,000); FAM-RPARPAR peptide binding to NRP-1, fluorescence polarization;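 active = inhibition or corrected inhibition above about 18%, plus a signal ratio from 0.5 to 1.5, limit read from the data, passing the limit was not always enough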; also: strong numbers were not always called active
Target sequence (O14786 whole entry, looked up): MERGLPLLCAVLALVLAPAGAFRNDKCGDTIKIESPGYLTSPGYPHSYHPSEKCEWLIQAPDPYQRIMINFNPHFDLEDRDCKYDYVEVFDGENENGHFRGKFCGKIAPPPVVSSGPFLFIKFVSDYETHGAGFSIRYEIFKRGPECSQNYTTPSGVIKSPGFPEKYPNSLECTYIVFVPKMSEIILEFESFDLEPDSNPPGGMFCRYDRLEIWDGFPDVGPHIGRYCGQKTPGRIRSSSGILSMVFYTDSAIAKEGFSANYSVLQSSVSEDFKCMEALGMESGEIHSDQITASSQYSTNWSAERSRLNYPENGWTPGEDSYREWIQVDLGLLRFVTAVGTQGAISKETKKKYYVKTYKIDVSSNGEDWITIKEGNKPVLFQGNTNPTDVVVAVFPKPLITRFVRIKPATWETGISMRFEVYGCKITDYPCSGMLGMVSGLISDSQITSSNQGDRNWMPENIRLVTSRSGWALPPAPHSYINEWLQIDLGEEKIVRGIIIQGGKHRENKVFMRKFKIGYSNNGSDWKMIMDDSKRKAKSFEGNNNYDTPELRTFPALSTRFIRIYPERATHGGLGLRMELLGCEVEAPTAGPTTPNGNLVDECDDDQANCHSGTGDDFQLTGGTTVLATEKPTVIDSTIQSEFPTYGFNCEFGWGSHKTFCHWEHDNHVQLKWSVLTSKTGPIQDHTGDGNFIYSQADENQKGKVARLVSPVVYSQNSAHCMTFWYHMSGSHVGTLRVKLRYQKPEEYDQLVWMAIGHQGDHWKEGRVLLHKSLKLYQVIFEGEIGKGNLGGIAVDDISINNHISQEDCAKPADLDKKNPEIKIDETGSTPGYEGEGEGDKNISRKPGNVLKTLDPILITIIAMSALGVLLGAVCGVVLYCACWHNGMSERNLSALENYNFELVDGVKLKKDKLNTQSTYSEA
SKN-1 inh = blocks SKN-1 activity in C. elegans | actives 0.49% (n = 360,000) | C. elegans VP596 Pgst-4::GFP/RFP ratio, acrylamide-induced, 24 h | inhibition, % at 21.8 µM;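 active = interference check ratio from 0.5 to 1.5 plus GFP to RFP signal ratio inhibition reaching or exceeding a fixed threshold, cut at about 30% in these data, passing the limit was not always enough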; also: some compounds called inactive have numbers as strong as hits
E coli Lon inh = inhibitors of E. coli Lon protease. inhibition, % at 7.94 µM. purified E. coli Lon protease, fluorescence polarization. AID 602123. actives 0.42% (n = 360,000). P0A9M0; in the data active = inhibition above about 13%, passing the limit was not always enough;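 also: 0% = enzyme with probe and DMSO and 100% = no enzyme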
MT1-MMP act inh = MT1-MMP (human) activation inhibition; HT1080 RFP-PRO-GFP cells, GFP/RFP ratio fluorescence, overnight; percent of plate control window, DMSO zero; GFP/RFP ratio change, % at 20 µM; actives 0.061% (n = 360,000); AID 651647;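 active = GFP/RFP ratio change of at least 30% with cell ATP level not reduced by more than half and red fluorescence within 50% of control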; also: strong numbers were not always called active
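Test system: HT1080 cells expressing an RFP-PRO-GFP fluorescent reporter construct / Compound dosing: single-point 20 µM compound, 1% DMSO / Schedule: cells overnight before dosing, compound overnight, 37 °C, 5% CO2 / Evaluation: GFP/RFP fluorescence ratio / Control set: DMSO and RFP-L50D-GFP cell wells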
An asterisk follows results filed as active; / = no result given.

SMILES | FAS TE block | MsrA act | PABP1 MLLE inh | MsrA inhibitor | TbMetRS inhib | NRP1-CendR mod | SKN-1 inh | E coli Lon inh | MT1-MMP act inh
CC(C)N(C(=O)[C@H]1CC(CC(=O)NC(C)(C)C)C(=O)N2CCc3c([nH]c4ccccc34)[C@]12C)C(C)C (stereo not given in full) | -1 | -1 | -7 | -0.6 | -1.4 | -1 | -4 | -1 | 0
COCCn1c(SCc2ccccc2)nc2c1c(=O)[nH]c(=O)n2C | -2 | -3 | 10 | -0.3 | -0.2 | 8 | 23 | 1 | 3
Cc1c(NC(=O)OCCNC(=O)COc2c(Cl)cccc2Cl)sc(=S)n1C | 10 | -3 | -95 | 2.6 | -0.1 | 1 | 6 | -3 | 0
O=C(OCc1ccccc1)c1cccc(-c2nnc(-c3ccccc3)o2)c1 | 40 | -3 | 0 | -0.9 | -0.6 | -10 | -2 | 3 | -3
CCN(CC)S(=O)(=O)c1cccc(NC(=O)COC(=O)/C=C/c2cccs2)c1 | 18 | -1 | -9 | 2.2 | 0.8 | -6 | -3 | -9 | 1
O=C(NC(c1ccccc1)c1ccccc1)c1ccc(CO)cc1 | 6 | -1 | -20 | 0.5 | -0.8 | 4 | 14 | -3 | 2
COc1cc(/C=N/NC(=O)c2nnn(-c3nonc3N)c2C(C)C)ccc1OCc1ccccc1 | 30 | -5 | -16 | -0.6 | -1.0 | 1 | -14 | 7 | -5
CC(=O)Nc1ccc(C(=O)OCC(=O)Nc2c(F)cccc2F)cc1 | -8 | -4 | -17 | 0.2 | 0.0 | 8 | -5 | 0 | -5
CCCS(=O)(=O)N1CCC(C(=O)NCc2cccnc2)CC1 | -9 | 0 | 0 | 0.2 | -0.1 | 8 | 52* | -1 | 6
CCOc1ccc(CNn2nnnc2N)cc1 | -5 | -2 | 4 | 0.0 | 0.2 | 3 | 5 | 5 | -13
COc1cccc(OC)c1OCCNCCO | -11 | -1 | -13 | 0.4 | 0.5 | 5 | 12 | 6 | 1
O=C(Nc1ccc2c(c1)OCCO2)C1CCCN(S(=O)(=O)c2cccc3nsnc23)C1 (stereo not given) | -1 | -9 | -9 | -0.8 | -2.1 | -10 | -11 | 1 | -3
NNC(=O)c1ccccc1OCc1ccccc1 | -5 | -4 | -40 | 0.2 | -0.1 | -5 | 17 | -1 | -3
O=C(CSc1nccn1-c1ccccc1)c1ccc(Cl)cc1 | 3 | -1 | 5 | -2.0 | -0.6 | -4 | 19 | -2 | 0
O=C(Nc1ccc(F)cc1F)c1ccc2c(c1)[nH]c(=O)n2Cc1ccc(F)cc1 | 0 | 2 | 2 | -0.1 | 0.1 | 18 | 17 | -9 | 2

Complete entries, quoted from the list. Screens in order: FAS TE block	MsrA act	PABP1 MLLE inh	MsrA inhibitor	TbMetRS inhib	NRP1-CendR mod	SKN-1 inh	E coli Lon inh	MT1-MMP act inh
COCCn1c(SCc2ccccc2)nc2c1c(=O)[nH]c(=O)n2C as listed: -2	-3	10	-0.3	-0.2	8	23	1	3
NNC(=O)c1ccccc1OCc1ccccc1 as listed: -5	-4	-40	0.2	-0.1	-5	17	-1	-3
COc1cccc(OC)c1OCCNCCO as listed: -11	-1	-13	0.4	0.5	5	12	6	1
O=C(CSc1nccn1-c1ccccc1)c1ccc(Cl)cc1 as listed: 3	-1	5	-2.0	-0.6	-4	19	-2	0

Further entries follow.
SMILES | FAS TE block | MsrA act | PABP1 MLLE inh | MsrA inhibitor | TbMetRS inhib | NRP1-CendR mod | SKN-1 inh | E coli Lon inh | MT1-MMP act inh
COc1cccc(C(=O)N(c2ccc(C)cc2)C2C=CS(=O)(=O)C2)c1 (stereo not given) | -2 | 2 | 3 | -1.1 | 0.3 | -3 | 5 | 2 | 0
Cc1cc(C(=O)COc2ccc3ccc(=O)oc3c2)c(C)n1C | -2 | -8 | 9 | 2.1 | 0.1 | 11 | -3 | -1 | -4
CC(=O)Nc1ccc(OC(F)(F)C(F)F)c(NC(C)=O)c1 | -4 | 2 | 15 | 0.4 | -0.2 | -1 | 1 | -8 | 5
Cc1cc2nc(C)c(Cl)c(=O)n2[nH]1 | -6 | -3 | 0 | -1.1 | 1.3 | 5 | -5 | -5 | 0
O=C(NC(n1ccc(=O)[nH]c1=O)C(Cl)(Cl)Cl)C12CC3CC(CC(C3)C1)C2 (stereo not given) | 0 | -3 | -1 | 0.2 | 0.8 | 19 | -2 | 9 | 1
COC(=O)[C@@H]1Cc2c([nH]c3ccccc23)C2CCC(=O)N21 (stereo not given in full) | -3 | -3 | -22 | -0.1 | -0.8 | -13 | 11 | -2 | 9
CCN(CC)CCN(Cc1cc2cc3c(cc2[nH]c1=O)OCO3)C(=S)NCC1CCCO1 (stereo not given) | -4 | -7 | -108 | 2.2 | 0.9 | 9 | -4 | 1 | 0
NC(=O)CC(NC(=O)Cc1cccc2ccccc12)c1ccc(N2CCC(Cc3ccccc3)CC2)c([N+](=O)[O-])c1 (stereo not given) | -4 | -3 | -7 | 0.3 | -0.4 | -2 | 12 | 5 | 4
O=C1/C(=C\c2cccnc2)SC(=S)N1C1CCS(=O)(=O)C1 (stereo not given) | -6 | -5 | 21 | / | -0.3 | 9 | 6 | 4 | 0
CCOC(=O)C1=C(C)N(CCCC(=O)O)C(=O)NC1c1ccc(Cl)cc1 (stereo not given) | -5 | -3 | -92 | -0.8 | -0.2 | 4 | 10 | -1 | 1
COc1ccc(NC(=O)c2ccc(Cl)c(S(=O)(=O)N3CC(C)OC(C)C3)c2)cn1 (stereo not given) | 1 | -2 | 9 | 0.0 | 0.3 | 2 | -13 | 11 | -6
CC(=O)N1c2ccc(S(=O)(=O)NCCC(=O)N(C)Cc3ccccc3)cc2CC1C (stereo not given) | -7 | -1 | 2 | 0.8 | 0.5 | 1 | 10 | -6 | 3
CCC(C)N1C(=O)S/C(=C/c2ccc(N3CCOCC3)cc2C)C1=O (stereo not given) | 25 | -4 | -9 | 0.6 | -0.4 | -23 | 6 | -3 | -8
COc1ccc(-n2c3c(c(=O)[nH]c2=O)C(NC(=O)c2ccncc2)(C(F)(F)F)C(=O)N3)cc1 (stereo not given) | -5 | -10 | -1 | -0.4 | -1.0 | -14 | 0 | -3 | 4
C/C(=N/NC(=O)c1cccc(C)c1)c1c(O)cc(C)oc1=O | 0 | -2 | -10 | 1.6 | -0.6 | -6 | 7 | -6 | 1
Nc1ncnc(SCc2c(F)cccc2Cl)n1 | 2 | -5 | -21 | -0.4 | -0.3 | -9 | 0 | 5 | -3
COc1ccccc1N1CCN(c2nc(-c3ccccc3)cc(C(F)(F)F)n2)CC1 | 22 | -14 | 10 | -0.6 | -1.4 | 6 | -49 | -11 | -5
Cc1cc(C)cc(NC(=O)CSc2ccc(-c3ccco3)nn2)c1 | 8 | -2 | 6 | 1.3 | 0.1 | 6 | 11 | -4 | 3
Cc1ccc(S(=O)(=O)N2CCN(c3nc4ccccc4nc3-n3nc(C)cc3C)CC2)cc1 | 27 | -4 | -15 | 1.2 | -0.7 | -6 | 1 | -5 | -53
COC(=O)Nc1ccc2ncn(C)c(=O)c2c1 | -4 | 1 | -11 | 0.5 | -0.1 | 1 | 12 | -10 | 0
CCn1c(=O)cc(SCC(=O)NCc2ccccn2)c2ccccc21 | -7 | -1 | 0 | 0.3 | -0.2 | 2 | 14 | 2 | 2
Cn1nc(C(=O)OCC(=O)N2CCc3ccccc32)c2ccccc2c1=O | 5 | -9 | 15 | -0.8 | -0.8 | 6 | -12 | -6 | 1
O=C(O)[C@H]1CCCC[C@H]1C(=O)Nc1cc([N+](=O)[O-])ccc1F | -7 | -2 | -15 | 0.4 | 0.5 | 6 | 4 | 6 | 1
Cc1onc(-c2ccccc2)c1C(=O)N1CCN(c2ncccn2)CC1 | -10 | -6 | 6 | -0.1 | -0.5 | -4 | 0 | 5 | 1
O=[N+]([O-])c1ccc(N2CCOCC2)cc1NCc1ccccc1 | 17 | -4 | -5 | 1.7 | -0.1 | -2 | 11 | 1 | 6
O=C1OC2CCC1(c1ccccc1)C2 (stereo not given) | -4 | -4 | 1 | 0.8 | -1.4 | 2 | -20 | 0 | 4
CC(C)CSc1nnc2c3ccccc3n(C)c2n1 | 21 | -2 | 7 | 0.7 | -0.6 | -26 | 2 | 2 | 0
Cc1nc(N)nc(N)c1CCCc1ccc(Cl)c(Cl)c1 | -4 | -11 | -5 | 3.0 | -0.2 | 2 | -3 | 8 | -7
O=C(COc1coc(CN2CCCc3ccccc32)cc1=O)Nc1ccc([N+](=O)[O-])cc1 | 4 | -6 | 6 | 2.5 | -0.4 | -13 | -2 | -20 | -18
COc1ccc(C)cc1NC(=O)CN1CCCC1c1ccc2c(c1)OCCCO2 (stereo not given) | 12 | -8 | 7 | -0.3 | -0.1 | 1 | 3 | -8 | 1

Part of the list above in order of molecular weight, low to high.
SMILES | FAS TE block | MsrA act | PABP1 MLLE inh | MsrA inhibitor | TbMetRS inhib | NRP1-CendR mod | SKN-1 inh | E coli Lon inh | MT1-MMP act inh
O=C1OC2CCC1(c1ccccc1)C2 (stereo not given) | -4 | -4 | 1 | 0.8 | -1.4 | 2 | -20 | 0 | 4
Cc1onc(-c2ccccc2)c1C(=O)N1CCN(c2ncccn2)CC1 | -10 | -6 | 6 | -0.1 | -0.5 | -4 | 0 | 5 | 1
Cc1ccc(S(=O)(=O)N2CCN(c3nc4ccccc4nc3-n3nc(C)cc3C)CC2)cc1 | 27 | -4 | -15 | 1.2 | -0.7 | -6 | 1 | -5 | -53

(more compounds)
SMILES | FAS TE block | MsrA act | PABP1 MLLE inh | MsrA inhibitor | TbMetRS inhib | NRP1-CendR mod | SKN-1 inh | E coli Lon inh | MT1-MMP act inh
COc1ccc(COc2ccc(C3C(S(=O)(=O)c4ccccc4)CON3C)cc2OC)cc1 (stereo not given) | 8 | -1 | 5 | 0.8 | -0.2 | 17 | -11 | 2 | 0
CCc1ccc(C(=O)Nc2ccc(OC)c(S(=O)(=O)N3CCCCC3)c2)cc1 | 13 | -4 | -38 | -0.1 | -0.5 | 15 | 3 | -13 | 20
CC1(C)CC2CC(C)(CN2C(=O)c2ccccc2)C1 (stereo not given) | -5 | -2 | -7 | -1.1 | -0.6 | 4 | -4 | -7 | -2
O=C(CSC1=NCCS1)Nc1cccc(F)c1 | 0 | -2 | 26 | 0.9 | -0.1 | 6 | -1 | -1 | -4

Some of the entries above in a different format.
The line under a structure holds: FAS TE block | MsrA act | PABP1 MLLE inh | MsrA inhibitor | TbMetRS inhib | NRP1-CendR mod | SKN-1 inh | E coli Lon inh | MT1-MMP act inh
C/C(=N/NC(=O)c1cccc(C)c1)c1c(O)cc(C)oc1=O
 : 0 | -2 | -10 | 1.6 | -0.6 | -6 | 7 | -6 | 1
O=[N+]([O-])c1ccc(N2CCOCC2)cc1NCc1ccccc1
 : 17 | -4 | -5 | 1.7 | -0.1 | -2 | 11 | 1 | 6
CC1(C)CC2CC(C)(CN2C(=O)c2ccccc2)C1 (stereo not given)
 : -5 | -2 | -7 | -1.1 | -0.6 | 4 | -4 | -7 | -2
